Bioassay records (PubChem BioAssay)
Neddylation inh: inhibitors of human cullin neddylation; P61081+Q13564; TR-FRET cullin neddylation, biochemical; calls only at 25 µM; hit rate 0.58% among 360,000; AID 651699; in the data active means inhibition above about 36%
MLLE-PAM2 inh: blocks PAM2 peptide binding to the PABP1 MLLE domain. AID 588489. GST-MLLE / FITC-PAM2 fluorescence polarization. P11940. inhibition, % at 20 µM. hit rate 0.36% among 360,000; in the data active means inhibition above about 35%, passing the limit was not always enough;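 further: plate controls were DMSO wells with GST-MLLE for no effect and wells lacking GST-MLLE protein for full effect; some results filed as inactive read as strong as hits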
Target sequence (P11940 whole entry, looked up, the tested form may be a part): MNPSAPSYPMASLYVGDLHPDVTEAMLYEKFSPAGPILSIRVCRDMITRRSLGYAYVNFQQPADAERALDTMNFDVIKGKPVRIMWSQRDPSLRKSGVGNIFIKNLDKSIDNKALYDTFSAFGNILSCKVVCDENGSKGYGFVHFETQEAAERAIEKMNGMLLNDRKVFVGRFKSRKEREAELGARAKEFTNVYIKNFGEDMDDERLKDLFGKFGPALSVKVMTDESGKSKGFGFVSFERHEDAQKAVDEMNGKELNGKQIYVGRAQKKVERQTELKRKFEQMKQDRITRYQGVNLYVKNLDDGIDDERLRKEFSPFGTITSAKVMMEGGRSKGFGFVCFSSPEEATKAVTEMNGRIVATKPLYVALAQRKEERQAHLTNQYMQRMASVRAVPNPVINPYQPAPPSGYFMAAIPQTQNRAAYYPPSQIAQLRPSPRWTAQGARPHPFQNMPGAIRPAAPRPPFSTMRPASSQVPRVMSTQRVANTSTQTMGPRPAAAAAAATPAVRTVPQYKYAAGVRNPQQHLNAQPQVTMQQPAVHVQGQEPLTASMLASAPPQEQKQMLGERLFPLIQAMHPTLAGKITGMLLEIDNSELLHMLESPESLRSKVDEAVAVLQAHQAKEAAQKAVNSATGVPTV
MsrA inhibitor: inhibits bovine methionine sulfoxide reductase A; inhibition, % at 15.5 µM; AID 651718; hit rate 0.75% among 360,000; purified bovine MsrA, absorbance read-out; in the data active means inhibition above about 4.5%;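 further: 0% = vehicle wells with enzyme and 100% = reference inhibitor wells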
Rin1 Abl inh: human Rin1-Abl interaction inhibition; hit rate 0.4% among 360,000; TR-FRET Rin1/Abl binding, biochemical; AID 588664; inhibition, % at 7.35 µM; P00519+Q13671; in the data active means inhibition above about 5%, passing the limit was not always enough
E coli Lon inh: E. coli protease La inhibition; P0A9M0; purified E. coli Lon protease, fluorescence polarization; inhibition, % at 7.94 µM; hit rate 0.42% among 360,000; in the data active means inhibition above about 13%, passing the limit was not always enough;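 further: 0% = enzyme with probe and DMSO and 100% = no enzyme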
MsrA act: bovine methionine sulfoxide reductase A activation. purified bovine MsrA, absorbance read-out. activation, % at 10.6 µM. hit rate 0.3% among 360,000. AID 602163; in the data active means activation above about 7.5%;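 further: 0% = vehicle and 100% = reference activator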
FAS-TE inh: FAS thioesterase (human) inhibition. P49327. recombinant FAS-TE, OMFH fluorogenic substrate, fluorescence endpoint. inhibition, % at 15 µM. hit rate 0.67% among 360,000. AID 602261;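 active means compounds whose normalised, plate-corrected inhibition of enzyme fluorescence in the single-dose primary screen is 50% or more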;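 further: 0% = DMSO with enzyme and 100% = substrate without enzyme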
Tb MetRS inh: blocks T. brucei methionyl-tRNA synthetase activity. purified T. brucei MetRS, ATP depletion, Kinase-Glo luminescence. inhibition, % at 11.9 µM. hit rate 0.4% among 360,000;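 active means inhibition above a per-plate cutoff of the control wells' mean inhibition plus 3 SD, cut at about 5.5% in these data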;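 further: 0% = DMSO wells median and 100% = median of wells with control inhibitor compound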
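Dosing: 11.9 µM compound single dose, 0.9% DMSO; Assay system: purified T. brucei MetRS enzyme; Measured by: Kinase-Glo luciferase luminescence reporting remaining unconsumed ATP; Schedule: 15 min plus 2 h at 25 °C.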
CSN inh: blocks human CSN-mediated cullin deneddylation. Q92905. Purified CSN, SCF-Nedd8-OG deneddylation, fluorescence polarization. inhibition, % at 12.5 µM. hit rate 0.38% among 360,000;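 active means pattern-corrected inhibition above about 35%, with an unprinted fluorescence ratio check between 0.5 and 1.5, limit read from the data, passing the limit was not always enough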;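 further: 0% = enzyme with substrate and 100% = substrate without enzyme; some results filed as inactive read as strong as hits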
Target sequence (Q92905 whole entry, looked up, one chain of several): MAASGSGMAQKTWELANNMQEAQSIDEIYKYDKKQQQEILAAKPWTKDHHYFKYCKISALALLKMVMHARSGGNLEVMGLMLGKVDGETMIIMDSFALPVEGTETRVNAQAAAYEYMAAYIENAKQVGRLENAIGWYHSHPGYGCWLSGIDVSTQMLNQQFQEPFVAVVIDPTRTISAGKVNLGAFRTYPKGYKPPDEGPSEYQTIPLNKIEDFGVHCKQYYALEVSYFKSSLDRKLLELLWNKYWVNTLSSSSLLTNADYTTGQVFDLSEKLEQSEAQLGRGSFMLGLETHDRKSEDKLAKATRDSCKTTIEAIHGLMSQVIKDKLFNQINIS
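test system = HEK293T-derived human Csn5 enzyme | amount = 0.24 nM Csn5 enzyme, final concentration | medium = Tris/NaCl/DTT buffer, pH 7.5 | schedule = 90 min reaction at room temperature | signal = FP | evaluation = inhibition of Csn5 cleavage, % | compound dosing = single dose of 12.5 µM compound with 0.25% DMSO | probe or stimulus = 10 nM SCFSkp2-Nedd8OG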
The depositor's hits bear a star; i = inactive; . = no result given.

SMILES	Neddylation inh	MLLE-PAM2 inh	MsrA inhibitor	Rin1 Abl inh	E coli Lon inh	MsrA act	FAS-TE inh	Tb MetRS inh	CSN inh
COC(=O)Cn1cnc(C(=O)Nc2ccc(C)c(C)c2)n1	i	-3	-0.6	2	-5	-3	-6	-0.1	-4
O=C(O)CSc1nnc(-c2ccncc2)n1CCc1ccccc1	i	-26	-0.5	2	-3	-1	-7	-0.5	-2
O=C(/C=C/c1ccccc1Cl)NCCCn1ccnc1	i	4	-0.1	-3	-6	-3	-6	0.3	2
Cc1ccc(C)c2[nH]c(=O)c(CN(Cc3nnnn3C3CCCCC3)CC3CCCO3)cc12 (configuration not stated)	i	5	-0.2	-1	-1	-1	-2	-0.5	0
O=c1[nH]ncc(N/N=C\c2cccs2)c1Cl	i	-4	9.1*	-8	0	-2	-8	0.0	4
O=C1/C(=C/c2ccccc2F)SC(=S)N1CCC(=O)N1CCCCC1CCO (configuration not stated)	i	23	1.1	-3	-6	-4	5	-0.1	-3
Cc1ccc(CN2CCN(/N=C/c3cccnc3)CC2)cc1	i	0	-0.3	3	-3	-6	-12	-1.0	-13
O=C(CCc1ccccc1)NN1C(=O)C2C3C=CC(O3)C2C1=O (configuration not stated)	i	21	1.2	-2	2	-1	-7	-0.3	4
O=C(CN1CCN(Cc2ccccc2F)C1=O)NCCN1CCOCC1	i	5	0.8	1	-16	0	-8	-0.7	-2
COC(=O)C1=C(CSc2nc3c(cc2C#N)CN(C)CC3)OC(N)=C(C#N)C1c1ccc(F)cc1 (configuration not stated)	i	14	0.1	1	-18	-2	6	-0.1	-12
O=C(CSc1nc(-c2ccccc2)cs1)Nc1ccccc1[N+](=O)[O-]	i	17	2.5	-1	1	-1	26	-0.1	-4
Cc1cc(Cl)c(OCCn2ccnc2)c(Br)c1	i	-9	1.4	1	-10	-1	-1	-0.1	-2

Marked active in MsrA inhibitor (from the list above):
mol | Neddylation inh | MLLE-PAM2 inh | MsrA inhibitor | Rin1 Abl inh | E coli Lon inh | MsrA act | Tb MetRS inh | CSN inh
O=c1[nH]ncc(N/N=C\c2cccs2)c1Cl | i | -4 | 9.1* | -8 | 0 | -2 | 0.0 | 4

Quoted from the listing.
O=C(/C=C/c1ccccc1Cl)NCCCn1ccnc1 | Rin1 Abl inh = -3
O=c1[nH]ncc(N/N=C\c2cccs2)c1Cl | E coli Lon inh = 0

(cont.)
SMILES	Neddylation inh	MLLE-PAM2 inh	MsrA inhibitor	Rin1 Abl inh	E coli Lon inh	MsrA act	FAS-TE inh	Tb MetRS inh	CSN inh
COCCn1c(Cc2ccccc2)nnc1SCC(=O)NC(C)(C)C	i	-1	0.6	3	0	-13	-11	-1.6	1
CN(CCO)c1cc(N2CCC3(CC2)OCCO3)c2nonc2c1[N+](=O)[O-]	i	-6	2.5	-10	-9	1	-2	-0.8	-8
C#CCN1C(C)=C(C(=O)OC)C(c2cccc([N+](=O)[O-])c2)C(C(=O)OCC)=C1C (configuration not stated)	i	14	2.2	-4	1	-8	34	-1.2	-5
COc1cccc(CN(CC2CCCO2)S(=O)(=O)c2ccc(S(=O)(=O)N(C)C)cc2)c1 (configuration not stated)	i	2	1.4	2	7	-2	10	-0.2	4
CCCCNC(=S)NCCN1CCN(C(=S)NCCCC)CC1	i	-22	-0.1	0	-1	-2	0	0.3	-2
Cc1ccc([N+](=O)[O-])cc1N(CC(=O)NCC1CCCO1)S(C)(=O)=O (configuration not stated)	i	-2	0.6	3	-3	-2	-5	-0.9	5
CSc1ncccc1C(=O)OCC(=O)NC(N)=O	i	0	2.8	2	-2	-6	-10	-1.0	-6
COc1ccc([N+](=O)[O-])cc1NC(=O)C(C)OC(=O)CC1CCCC1 (configuration not stated)	i	3	2.3	-2	-2	-1	79*	-0.2	0
O=C(CSc1ncnc2c1oc1ccccc12)c1cccs1	i	-16	0.7	-474	-4	-4	-3	-0.6	2
CCO[C@H]1OC(C(N)=O)=C[C@@H](c2ccccc2)[C@@H]1CCCO	i	0	0.0	3	-1	-7	-14	-0.1	-2
CC1=C(C#N)C(Nc2ccc(Cl)cn2)(C(F)(F)F)C(=O)N1 (configuration not stated)	i	0	-0.3	1	-2	10*	-3	0.0	5
CC1=C(C(=O)Nc2cccc(C)n2)C(c2ccc3c(c2)OCO3)C2=C(CC(c3ccco3)CC2=O)N1 (configuration not stated)	.	6	2.7	-3	-4	-6	7	-1.1	0
CCOc1ccccc1CN1CCN(Cc2cccc3c2OCO3)CC1CCO (configuration not stated)	i	5	0.0	1	2	-2	12	-0.1	8
Cc1ccc(C)c(N2CCN(C(=O)CCCN3C(=S)NC(C)(C)CC3C)CC2)c1 (configuration not stated)	i	-62	-0.1	-2	5	-2	-9	-0.8	-6
COCCNC(=O)C1CCC(=O)N(c2ccc(OC)cc2)C1c1ccc(OC)c(OC)c1 (configuration not stated)	i	-14	0.3	1	-4	-10	-5	-0.5	2
CCOc1ccc2nc(SCC(=O)NCc3ccc(OC)c(OC)c3)[nH]c2c1	i	-63	-0.1	-2	-1	-1	-2	2.3	6
CCc1c(C)c(C#N)c2nc3ccccc3n2c1NCCN(C)C	i	-8	0.6	-2	-8	1	-3	0.7	10
CCOC(=O)C1=C(C)NC(=O)NC1c1ccc(OC(C)C(=O)O)c(OC)c1 (configuration not stated)	i	4	-0.9	4	-10	-12	-10	-0.1	-5
CC(C)CCN(C(=O)CCSc1ccc(F)cc1)c1c(N)n(Cc2ccccc2)c(=O)[nH]c1=O	i	4	-0.7	1	-14	-4	-6	-0.6	3
CSc1ccc(Cn2c(C)c(C(=O)NCc3ccc4c(c3)OCCO4)sc2=O)cc1	i	-24	0.1	-2	-4	-3	18	-0.2	-4
Cc1cccc2c(C(=O)Nc3ccc(Br)cc3)cc(-c3ccccn3)nc12	i	3	-0.1	2	-3	-10	2	-1.3	-2
O=C(/N=C1\NC(=O)C(F)(C(F)(F)F)S1)NC1CCCCC1 (configuration not stated)	i	-7	-0.1	-1	-16	-10	-3	-0.9	14
CC(=O)Nc1ccccc1OC(=O)N1CCOCC1	i	8	0.8	6	-5	-11	-7	-1.5	3
O=C(COC(=O)c1c[nH]c(=O)[nH]c1=O)Nc1cccc([N+](=O)[O-])c1	i	-7	0.0	1	4	-6	4	-0.1	-6
NNC(=S)Nc1ccc(S(=O)(=O)N2CCOCC2)cc1	i	-27	0.4	2	-5	-2	-4	0.5	-2
COc1ccc(Cc2cnc(N)s2)cc1	i	-3	-0.5	4	-7	-4	-8	0.1	9
O=C(CNC(=O)c1cccc(Br)c1)N/N=C/c1cn[nH]c1-c1ccccc1	i	11	-0.6	-4	2	-3	2	0.2	-4
Cc1cc(C)c2c(n1)SCC(=O)N2CC(=O)Nc1ccc(C)c(C)c1	i	8	0.2	-1	13	-2	-6	-0.1	-2
Cc1cc(C)c2c(=O)[nH]c(SCC(=O)Nc3ccc(N(C)C)cc3)nc2n1	i	15	-0.5	3	-12	-3	-5	0.1	5
O=[N+]([O-])c1cc(S(=O)(=O)c2ccc(N3CCCCC3)c([N+](=O)[O-])c2)ccc1N1CCCCC1	i	-4	0.2	-1	-3	-3	24	-0.2	-2
Cn1c(=O)oc2cc(S(=O)(=O)Nc3ccccc3O)ccc21	i	2	-0.4	-1	-1	-12	0	-2.6	4
CC(/C=C(\NC(=O)c1ccccc1)C(=O)N=Nc1c(O)[nH]c2ccc(C)cc12)=C\c1ccccc1	i	2	0.4	0	-4	-8	39	-0.7	5
Cc1cccc(C(=O)NNC(=O)c2cccc(C)c2)c1	i	9	-0.9	-2	-7	-6	-7	-0.9	-9
COc1ccc(N2CCN(C(=O)COc3ncnc4ccccc34)CC2)cc1	i	8	0.5	-3	8	-3	-4	0.8	1
CCC(C)(C)NC(=O)C(c1ccco1)N(C(=O)c1csnn1)c1cccc(F)c1 (configuration not stated)	i	-4	1.6	3	-1	-9	-6	-2.5	19
COc1ccc(C(=O)CSc2nnc(NC(=O)C3CC(=O)N(c4cccc(OC)c4)C3)s2)cc1 (configuration not stated)	i	-14	1.0	-5	-9	-8	-8	-0.9	-6
Cc1ccc(CNC(=O)C2CCN(S(=O)(=O)N3CCOCC3)CC2)cc1	i	-11	-0.5	0	-4	-3	-6	0.5	0
CCOC(=O)N1CCN(CC(O)COCc2ccc(Cl)cc2)CC1 (configuration not stated)	i	-8	1.1	1	-8	-3	-6	-1.5	-4
COc1cccc(NC(=O)C2CCN(S(=O)(=O)c3ccccc3)CC2)c1	i	2	-1.5	-2	7	-7	1	-0.4	-5
O=C(O)CSCC(=O)N1CCc2c([nH]c3ccccc23)C1C(F)(F)F (configuration not stated)	i	-15	-0.2	5	-5	-2	-6	0.4	-2
CC(=O)NC(C)(c1ccccc1)c1nc(-c2ccc(F)c(Cl)c2)cs1 (configuration not stated)	i	-4	-0.2	-2	-5	-3	16	-0.3	2
CCN(CC)c1ccc(/C=N/NC(=O)Nc2ccccc2)cc1	i	-16	3.3	-3	3	-3	38	0.0	-8
NNC(=O)c1c[nH]c2ccc(OCc3ccccc3)cc12	i	-16	-0.6	-3	-6	-1	-11	-0.7	0
COc1ccccc1/C=N/NC(=O)CC(=O)NCCc1ccccc1	i	13	0.2	-3	1	-4	1	0.1	2
CCOC(=O)c1cc(-c2ccc(F)cc2)nc2c1c(=O)[nH]c(=O)n2Cc1ccccc1	i	-1	0.3	3	1	-6	-7	-1.0	-3
COc1ccc(N2CCN(c3nc4cc(C)ccc4cc3C=O)CC2)cc1	i	-3	-1.6	0	-5	-4	13	-0.3	3
O=C(O)CCc1nn2c3ccccc3n(CCN3CCCCC3)c2nc1=O	.	6	0.5	3	-3	-11	-9	-0.9	-3
O=C(NCC1CCCO1)c1csc(Nc2cccc3ccccc23)n1 (configuration not stated)	i	-3	1.4	2	6	0	15	-0.3	7
COc1c(Cl)ccc(Cl)c1C(=O)NC(=O)N1CCOCC1	i	2	2.1	6	0	-2	-8	0.1	1
COc1ccccc1C(=O)NCCN1CCN(C(=O)c2ccccc2OC)CC1	i	14	0.9	-2	9	1	-5	0.3	3
N/C(Cc1cccc2ccccc12)=N\OC(=O)c1ccccc1F	i	3	-1.1	1	12	-7	-13	-0.4	6
CCOc1ccc(NC(=O)C(C)Sc2nnc(C)n2C)cc1 (configuration not stated)	i	1	0.5	-1	-1	-8	-10	-0.7	3
Cc1ccc(OC(=O)c2cccc(S(=O)(=O)N3CCCC3)c2)c(-n2nc3ccccc3n2)c1	i	2	-0.5	0	-1	1	31	-0.4	-2
Cc1ccc(NC(=O)Nc2ccc(Cl)cc2)c(Br)c1	i	-7	0.9	2	3	-3	-2	0.1	-8
O=C(NC(=S)Nc1ccccc1N1CCCCC1)c1ccc(-c2cccc([N+](=O)[O-])c2)o1	i	36	-0.8	0	9	1	24	0.2	-3
CN(C)C(=O)CSc1nnc(-c2ccc(S(=O)(=O)N3CCCC3)cc2)n1C	i	-12	0.4	5	6	-10	-3	-0.7	1

Compounds as they come; 4% or so of the library scored in one or more.
